Screening data: PubChem, National Center for Advancing Translational Sciences (NCATS)
PI4K2A block = PI4K2A (human) kinase inhibition. activity change, negative = inhibition, % at 76.9 µM. Q9BTU6. purified PI4K2A, ADP-Glo luminescence, 1 h; stronger effect = lower value. hit rate 0.13% among 420,000. AID 1346378; in the data active = activity change below about -50%; inconclusive = mostly about -30% to -49%;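 note: -100% = wells without enzyme as full effect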
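PI4K2A activity was measured by ADP-Glo luminescence: enzyme (4 ug/mL stock) and phosphatidylinositol (1.2 mM stock) in Tris pH 7.5/MgCl2/EGTA/Triton X-100 buffer were reacted with ATP (300 microM stock) for one hour at ambient temperature.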
USP1 inh = USP1/UAF1 (human) deubiquitinase inhibition; O94782; recombinant USP1/UAF1, Ub-Rhodamine cleavage fluorescence; Potency, µM (series often up to 57.1 µM), without a hit: at the highest dose activity change, negative = inhibition, usual class: inhibitors; hit rate 0.23% among 390,000; AID 743255; note: potency is the fitted concentration of half-maximal effect; % is set by controls: 0 for no effect and ±100 for the full control effect; nearly all actives have a fitted effect of over 60% in size; inactives centre near -12
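In this screen, compounds sit with the deubiquitinase complex (1nM) for 15 min at room temperature before Ub-Rho is added at 150nM final. Fluorescence rise is then followed for 6 reads every 60 seconds.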
GLS inh = glutaminase GLS (human) inhibition; GLS enzymatic activity, qHTS titration; Potency, µM (series often up to 45.5 µM), for the others: top-dose activity change, negative = inhibition, usual class: inhibitors; hit rate 0.21% among 410,000; note: potency is the fitted concentration of half-maximal effect; % is set by controls: 0 for no effect and ±100 for the full control effect
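hKGA in 45 mM KH2PO4 pH 8.2, 0.02% Tween-20 with pin-transferred compounds; 1 mM L-glutamine (stock) plus glutamate oxidase/HRP/Amplex Red coupling added. Fluorescence read initially and after 30 min at RT.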
PGK inhibitor = blocks T. brucei phosphoglycerate kinase; hit rate 0.043% among 380,000; PGK/GAPDH coupled, Kinase-Glo luminescence, 60 min; Potency, µM (top dose mostly 57.5 µM), inactives show top-dose activity change, negative = inhibition, usual class: inhibitors; note: potency is the fitted concentration of half-maximal effect; % is set by controls: 0 for no effect and ±100 for the full control effect; nearly all actives have a fitted effect of over 60% in size
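Luminescent ATP detection (Kinase-Glo Plus) follows a 60-minute room-temperature incubation, with wells lacking PGK as controls. Buffer: 100 mM TEA (pH 7.6), 5 mM MgCl2, 0.01% Tween-20. Coupling enzyme GAPDH (100 nM final) supplies unstable 1,3-BPG in-well.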
TrxR1 substrate = substrates of rat thioredoxin reductase 1; O89049; purified TrxR1 substrate turnover, NADPH consumption readout; Potency, µM (top dose mostly 114 µM), for the others: top-dose activity change, negative = substrate turnover; hit rate 0.01% among 390,000; note: potency is the fitted concentration of half-maximal effect; % is set by controls: 0 for no effect and ±100 for the full control effect; nearly all actives have a fitted effect of over 50% in size
Target sequence (O89049 whole entry, looked up): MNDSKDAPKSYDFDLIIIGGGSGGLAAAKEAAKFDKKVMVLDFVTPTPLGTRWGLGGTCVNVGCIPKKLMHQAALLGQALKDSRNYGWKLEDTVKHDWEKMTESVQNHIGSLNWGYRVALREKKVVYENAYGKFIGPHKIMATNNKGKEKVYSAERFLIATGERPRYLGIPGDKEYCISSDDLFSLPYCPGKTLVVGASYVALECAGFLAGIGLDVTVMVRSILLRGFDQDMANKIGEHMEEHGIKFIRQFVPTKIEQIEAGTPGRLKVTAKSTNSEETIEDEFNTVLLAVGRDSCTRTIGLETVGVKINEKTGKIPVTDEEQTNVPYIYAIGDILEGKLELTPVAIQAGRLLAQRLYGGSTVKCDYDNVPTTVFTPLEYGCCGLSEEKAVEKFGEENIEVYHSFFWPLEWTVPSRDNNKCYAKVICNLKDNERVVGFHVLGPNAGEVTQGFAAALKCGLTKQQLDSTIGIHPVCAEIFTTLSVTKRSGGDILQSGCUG
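Rat TrxR1, dispensed at 90 nM, was prereduced with 400 uM NADPH (final) for 5 min at ~22 deg C, then incubated with compound 15 min before 400 uM selenite. A first-read NADPH fluorescence drop versus no-compound background flagged substrates.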
IDH1 R132H inh = inhibitors of human mutant IDH1 R132H; O75874; IDH1-R132H enzyme, NADPH consumption, diaphorase/resazurin fluorescence; Potency, µM (series often up to 76.6 µM), without a hit: top-dose activity change, negative = inhibition, hits mostly inhibitors; hit rate 0.093% among 390,000; AID 602179; note: potency is the fitted concentration of half-maximal effect; % is set by controls: 0 for no effect and ±100 for the full control effect; nearly all actives have a fitted effect of over 65% in size
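IDH1-R132H (0.5 ug/mL dispensed) in pH 7.5 Tris buffer was preincubated 30 min with compound, then given a substrate mix of 0.016 mM NADPH and 2 mM alpha-KG for 80 min at room temperature; remaining NADPH was read by diaphorase/resazurin fluorescence.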
rTrxR1 inhibitor = rat TrxR1 inhibition; recombinant rTrxR1, NADPH fluorescence consumption, selenite substrate; O89049; Potency, µM (series often up to 114 µM), for the others: at the highest dose activity change, negative = inhibition, usual class: inhibitors; hit rate 1% among 390,000; note: potency is the fitted concentration of half-maximal effect; % is set by controls: 0 for no effect and ±100 for the full control effect; nearly all actives have a fitted effect of over 65% in size
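Rat TrxR1 (90 nM in the dispensed reagent) was pre-reduced with 400 uM NADPH for 5 min at room temperature, then incubated with compound for 15 min. After 400 uM selenite was added, NADPH fluorescence (Ex 340/Em 450 nm) was followed for 8 min.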
Pin1 inhibitor = blocks the human prolyl isomerase Pin1. Q13526. Pin1 FP peptide displacement, HiFluor488, 10 min. Potency, µM (highest dose often 115 µM), for the others: at the top dose activity, negative = inhibition, hits mostly inhibitors. hit rate 0.009% among 390,000. AID 504891; active = well fitted inhibition curve with a large enough effect in the polarisation, with a control signal flat, not every such curve was filed as active; inconclusive = small, poorly fitted or top-dose-only effect, or effect the other way, or a change in a side signal; inactive = no such curve, though single readings can be large or run the other way; the % refers to the polarisation; note: potency is the fitted concentration of half-maximal effect; % is set by controls: 0 for no effect and ±100 for the full control effect
Target sequence (Q13526 whole entry, looked up): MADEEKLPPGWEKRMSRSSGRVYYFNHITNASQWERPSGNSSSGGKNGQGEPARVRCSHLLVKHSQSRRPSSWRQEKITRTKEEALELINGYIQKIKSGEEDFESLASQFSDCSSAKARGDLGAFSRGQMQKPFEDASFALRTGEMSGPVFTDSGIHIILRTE
HP1b chromo inh = inhibitors of HP1-beta chromodomain binding to methylated histone tails; P83916; AlphaScreen HP1-beta / biotin-H3K9me3 peptide binding; Potency, µM (doses to about 114 µM), inactives show top-dose activity change, negative = inhibition, hits mostly inhibitors; hit rate 0.56% among 390,000; AID 540317; note: potency is the fitted concentration of half-maximal effect; nearly all actives have a fitted effect of over 70% in size; inactives centre near 23
Target sequence (P83916 whole entry, looked up): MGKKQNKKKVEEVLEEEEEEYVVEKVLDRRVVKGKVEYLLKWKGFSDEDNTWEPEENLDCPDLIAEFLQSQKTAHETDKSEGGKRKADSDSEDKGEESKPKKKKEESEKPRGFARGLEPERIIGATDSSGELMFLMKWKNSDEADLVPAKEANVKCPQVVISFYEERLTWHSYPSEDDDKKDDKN
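HP1-beta protein (50 nM final) preincubated 30 min at room temperature with biotinylated H3(1-18)K9me3 peptide (50 nM) in PBS pH 7.4, 0.01% Tween-20, then compound added for 30 min. AlphaScreen streptavidin donor/nickel chelate acceptor beads (10 ug/mL final), 30 min dark, luminescence read.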
* hit, by the source's call; i = inactive; ? = inconclusive; nt = not tested or not shown; [ ] = dose if it differs, or a comment. Unless noted, calls come from the whole dose curve; as a rule, active = well fitted curve in the direction sought with a large enough effect; inconclusive = small, poorly fitted or top-dose-only effect, or another doubt; inactive = no such curve, though single readings can be large; an effect the other way counts as inactive or inconclusive. An excerpt; count on the stated rates, not on these rows.

cpd | mol | PI4K2A block | USP1 inh | GLS inh | PGK inhibitor | TrxR1 substrate | IDH1 R132H inh | rTrxR1 inhibitor | Pin1 inhibitor | HP1b chromo inh
1 | CC1CCCC(C)N1/N=C/c1ccc(Cl)cc1 (configuration not stated) | 0 | -13% | 17% | 8% | 1% | 7% | 1% | -1% | -2%
2 | Cc1ccc(-c2cn3c(=O)cc(C)[nH]c3n2)cc1 | 1 | 0% | 16% | -4% | 91%[activator] | 7% | 40%[activator] | 2% | 10%
3 | COc1cccc(C(=O)NCCCNc2nc3cc(C)cc(C)c3cc2C#N)c1 | -1 | -20% | 0% | i | nt | 15% | nt | nt | nt
4 | Cc1ccc(NC(=O)COc2ccc(/C(N)=N/O)cc2)cc1C | 2 | -8% | 32% | -13% | 8% | 4% | 17% | 2% | -3%
5 | NS(=O)(=O)c1ccc(CCNC(=O)Nc2ccc(Cl)cc2)cc1 | 0 | -4% | 6% | 1% | 5% | 4% | 17% | 7% | 17%
6 | O=C(CCc1ccccn1)N1CCCC(CNS(=O)(=O)c2cccs2)C1 (configuration not stated) | -9 | -16% | -9% | -6% | -7%[57.1 µM] | 0% | 9% | -8% | 41%[activator]
7 | CC(=O)c1cccc(Nc2ccc3cc(S(=O)(=O)N4CCC(C)CC4)ccc3n2)c1 | -8 | ? | 5% | -10% | 9%[57.1 µM] | -7% | 15%[57.1 µM] | 5% | 32%[activator]
8 | COc1ccccc1NC(=O)CS(=O)(=O)c1cn(CC(=O)N2CCOCC2)c2ccccc12 | 1 | -16% | -3% | -2% | 0% | -4% | 13% | -4% | 40%[activator]
9 | N#CC1(NC(=O)CSc2nnc3n2CCCCC3)CCCCC1 | -6 | -23% | 2% | -3% | 2% | -5% | 26% | -5% | 41%[activator]
10 | COC(=O)c1c(NC(=O)CN(c2ccccc2)S(C)(=O)=O)sc2c1CCCC2 | -10 | -9% | 4% | -10% | -5% | -2% | -7% | -3% | 11%
11 | CCC(C)NC(=O)C1CCN(S(=O)(=O)c2ccc3c(c2)CCCN3C(C)=O)CC1 (configuration not stated) | 0 | -26% | 2% | -5% | 0%[57.1 µM] | 0% | 15%[57.1 µM] | -1% | 29%[57 µM]
12 | NC(=O)C1CCCN(C(=O)c2cccc(S(=O)(=O)N(Cc3ccccc3)c3ccccc3)c2)C1 (configuration not stated) | -4 | -19% | -5% | i | -5% | -1% | 2% | -7% | 28%
13 | CCOC(=O)c1ccc(N2C(=O)C(O)=C(C(C)=O)C2c2ccc(O)c(OC)c2)cc1 (configuration not stated) | 6 | -21% | 19% | -2% | 8%[57.1 µM] | 7% | -8%[57.1 µM] | -1% | 7%
14 | Cc1cc(C(C)(C)C)cc(CN2CCN(S(=O)(=O)c3cccs3)CC2)c1O | -3 | 0% | 8% | -7% | nt | 0% | nt | nt | nt
15 | C/C(=N\NC(=O)c1ccn[nH]1)c1cn(C)nc1C | -4 | -3% | 7% | -2% | -7% | -7% | -1% | -5% | 33%
16 | COC(=O)C1=C(O)/C(=C\c2ccc(O)c(OC)c2)N=C1C | 3 | -9% | 17% | i | -6% | 7% | ? | ? | -18%
17 | COc1ccc(CNC(=O)C2(CC3CC(c4ccccc4)=NO3)CCN(C(=O)c3cccc(O)c3)CC2)cc1 (configuration not stated) | 0 | -15% | 1% | -1% | -11% | -5%[38.3 µM] | -4% | 16% | 43%[activator]
18 | CCCCn1c(CN2CCOCC2)nc2c1c(=O)n(C)c(=O)n2C | -3 | -18% | -8% | i | 16%[57.1 µM] | 13% | 13%[57.1 µM] | 7% | 40%[activator]
19 | CCOC(=O)C1=C(COC(=O)COc2ccc(C#N)cc2)NC(=O)NC1C (configuration not stated) | -2 | -9% | 0% | -4% | -8% | -2% | -9% | -3% | 14%
20 | CC1=C(C(=O)Nc2ccc(C)cc2C)C(c2ccccc2F)n2nc(SCC(=O)c3ccc(C)cc3)nc2N1 (configuration not stated) | 2 | -16% | -3% | -1% | -10%[57.1 µM] | -10% | 1%[57.1 µM] | 11% | 33%
21 | COc1ccc(Cl)cc1NC(=O)CN(c1ccccc1)S(=O)(=O)N(C)C | 3 | -17% | -2% | -10% | -4%[57.1 µM] | 6% | 7%[57.1 µM] | -1% | 45%[activator]
22 | COc1ccc(N(CC(=O)Nc2cc(OC)c(OC)cc2C(=O)O)S(=O)(=O)c2c(C)noc2C)cc1 | -1 | -17% | -2% | 9% | 3% | -7% | 11% | -9% | 34%
23 | CCOc1ccc2c(c1)c(=O)c(C(=O)c1ccccc1)cn2Cc1ccccc1F | -5 | -4% | -5% | 3% | 10% | -17% | 9% | ? | 28%
24 | C/C(=N\NS(=O)(=O)c1ccc([N+](=O)[O-])cc1)c1ccc2c(c1)OCO2 | -11 | -12% | 24% | -9% | -1% | 1% | 20% | -19% | 5%
25 | COc1ccccc1CNC(=O)C1CCN(S(=O)(=O)c2ccc3[nH]c(=O)ccc3c2)CC1 | 2 | -31% | -4% | 8% | 5%[57.1 µM] | -5% | 23%[57.1 µM] | -5% | 27%[57 µM]
26 | COc1ccc(C2/C=C\CC(NC(=O)OCC3c4ccccc4-c4ccccc43)CC(=O)N2Cc2ccccc2F)cc1 (configuration not stated) | 2 | -11% | 10% | 0% | 1% | -1% | -4% | 1% | -12%
27 | Cc1cccc(N2CCN(C(=O)CCc3c(C)nc4c(c3C)c(=O)n(C)c(=O)n4C)CC2)c1C | -1 | -12% | -1% | 1% | 0% | 8% | 25% | 1% | 13%
28 | Cc1cccc(NC(=S)NNC(=O)CCn2cc(C)cn2)c1 | 3 | 2% | 9% | -2% | 5% | 1% | -18% | -3% | 15%
29 | O=C(Nc1cccc(S(=O)(=O)NC2=NCCC2)c1)c1ccc(C(F)(F)F)cc1 | -2 | -12% | -6% | -9% | -5% | 4% | 8%[57.1 µM] | -8% | 43%[activator]
30 | Cc1ccc(N(CC(=O)NC(C)C)C(=O)CCC(=O)Nc2nccs2)c(C)c1 | 1 | -14% | -2% | -4% | 2% | -5% | 27% | -1% | 49%[activator]
31 | O=C(NCc1ccc(F)cc1)c1cc(S(=O)(=O)N2CCOCC2)ccc1F | -1 | -14% | -5% | -10% | 3% | -7% | 15% | 5% | 19%
32 | COC(=O)c1c(C)n(-c2ccc(C)cc2)c2ccc(O)cc12 | 5 | -8% | -3% | 0% | 3% | 6% | 23% | -9% | -2%
33 | CC(C)c1ccc(/C=C(\c2nc3ccccc3[nH]2)S(=O)(=O)c2ccccc2)cc1 | -8 | -13% | 2% | 0% | -15% | -11% | ? | -1% | 0%
34 | COc1cc(Cl)c(C)cc1NC(=O)c1ccc(S(C)(=O)=O)cc1 | -15 | 1% | -1% | -1% | -2% | -6% | 12% | 1% | 19%
35 | Cc1ccc(S(=O)(=O)CCC(=O)OCc2ccc(Cl)c(Cl)c2)cc1 | -3 | -2% | 9% | -4% | -11% | 2% | 3% | 2% | 61%[activator]
36 | CC1Cc2ccccc2N1C(=O)CSc1nc2ccccc2n1CC(=O)N1CCOCC1 (configuration not stated) | 4 | 0% | 5% | 9% | 3%[57.1 µM] | 0% | 7%[57.1 µM] | 6% | 13%
37 | O=C(Nc1ccc([N+](=O)[O-])cn1)c1cccnc1 | 0 | 3% | 9% | i | 8%[57.1 µM] | 17% | 11%[57.1 µM] | 0% | 14%
38 | C=CCN(CC(=O)NCc1ccccc1)C(=O)c1csnn1 | -1 | -11% | 1% | -5% | 0% | 5% | 5% | -9% | 8%
39 | Clc1ccc(-c2noc(CSc3nnc(Cc4cccs4)n3-c3ccccc3)n2)cc1 | -3 | -28% | 1% | -7% | 8% | 11% | 39%[activator] | 20% | 59%[activator]
40 | CCc1ncc(C)[nH]1 | -1 | -17% | 1% | -5% | 4% | 5% | 19% | 1% | 61%[activator]
41 | CCOC(=O)C(O)(CC(=O)c1ccc(Cl)cc1)C(=O)OCC | -1 | -16% | 1% | -3% | 6%[57.1 µM] | 2% | 4%[57.1 µM] | 7% | 60%[activator]
42 | O=C1N(c2ccc3c(c2)OCCO3)C(c2ccccc2)C1(F)F (configuration not stated) | 3 | -18% | -16% | -5% | 5%[57.1 µM] | 5% | 17%[57.1 µM] | 2% | nt
43 | CN1CCN(c2ccccc2NC(=O)c2ccc(-c3cccc([N+](=O)[O-])c3)o2)CC1 | -1 | -1% | 0% | -3% | -15% | 7% | -12% | 1% | ?
44 | O=C(C[n+]1cc(-c2ccccc2)n2c1CCC2)N1c2ccccc2Sc2ccccc21 | 6 | -17% | -3% | -6% | 6% | -4% | 0% | 5% | 26%
